GRIN3A LBD mod: modulates the human NR3A ligand-binding domain | NR3A LBD differential scanning fluorimetry, Tm shift; 0% = protein alone, 100% = glycine-bound protein | Tm shift relative to glycine control, % at 25 µM | 2.5% of 340,000 active;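 active means melting temperature shift of at least 10% of the positive control shift, at one fixed dose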
ATG4B inh: blocks human ATG4B protease cleavage of LC3 substrate; Q9Y4P1; ATG4B cleavage of LC3-PLA2, NBD-HPC fluorescence, 1 h; inhibition, % at 8.33 µM; 0.51% of 340,000 active; AID 504462; in the data active means inhibition above about 40%
Target sequence (Q9Y4P1 whole entry, looked up): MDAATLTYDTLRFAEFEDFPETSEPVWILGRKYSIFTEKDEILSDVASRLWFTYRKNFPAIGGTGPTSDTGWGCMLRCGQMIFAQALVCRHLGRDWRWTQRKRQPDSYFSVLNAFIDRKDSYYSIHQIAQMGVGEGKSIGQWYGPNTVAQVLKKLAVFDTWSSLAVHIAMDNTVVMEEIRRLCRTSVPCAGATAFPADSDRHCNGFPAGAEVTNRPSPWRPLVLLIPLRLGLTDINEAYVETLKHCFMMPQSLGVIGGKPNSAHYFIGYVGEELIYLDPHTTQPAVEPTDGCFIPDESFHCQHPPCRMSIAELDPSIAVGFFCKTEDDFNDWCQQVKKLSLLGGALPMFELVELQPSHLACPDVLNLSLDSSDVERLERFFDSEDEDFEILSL
SENP6 inh: SENP6 protease inhibition | 1.8% of 330,000 active | inhibition, % at 10 µM | Recombinant SENP6 catalytic domain, aminoluciferin luminescence | Q9GZR1;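 active means inhibition above about 50% at the single tested dose, limit read from the data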;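 further: plate controls were DMSO wells with enzyme for no effect and DMSO wells lacking enzyme for full effect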
HKDC1 inh: HKDC1 (human) hexokinase inhibition | Q2TB90 | recombinant HKDC1, G6PDH/diaphorase resazurin coupled fluorescence | inhibition, % at 20 µM | 0.16% of 340,000 active;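 active means inhibition above about 35% when tested at 20 µM, limit read from the data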;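 further: plate controls were DMSO wells with enzyme for no effect and DMSO wells lacking enzyme for full effect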
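Assay system – recombinant HKDC1 (HK5) hexokinase enzyme, produced in-house · Input – HKDC1 at 5 µg/mL · Reagent – glucose plus 1 mM ATP as hexokinase substrates · Timing – 90 min reaction incubation at room temperature, dark · Measured by – G6PDH/diaphorase-coupled fluorescence, 1 mM NADP, 100 µM resazurin, 525/613 nm · Benchmarks – DMSO-enzyme wells negative, buffer-substituted wells positive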
SENP8 block: blocks human SENP8 cleavage of Nedd8 substrate | Q96LD8 | recombinant SENP8, Nedd8 substrate fluorescence | inhibition, % at 20 µM | 0.64% of 360,000 active; in the data active means inhibition mostly above about 40%, no sharp cut-off; inactive means mostly below about 27%
Target sequence (Q96LD8 whole entry, looked up): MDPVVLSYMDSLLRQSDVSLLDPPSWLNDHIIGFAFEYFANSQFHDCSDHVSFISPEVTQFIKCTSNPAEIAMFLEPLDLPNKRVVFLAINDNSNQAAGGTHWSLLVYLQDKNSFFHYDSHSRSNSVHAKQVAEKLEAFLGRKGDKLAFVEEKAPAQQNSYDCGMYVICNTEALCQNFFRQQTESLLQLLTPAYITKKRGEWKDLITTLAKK
SENP7 inh: blocks the human protease SENP7 | Q9BQF6 | recombinant SENP7, Z-RLRGG-aminoluciferin luminescence, 40 min | 1.5% of 330,000 active | inhibition, % at 5 µM | AID 434973;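 active means inhibition above about 50% at the single test dose, limit read from the data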;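 further: plate controls were DMSO with enzyme for no effect and no enzyme buffer wells for full effect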
Target sequence (Q9BQF6 706-1050 limits assumed): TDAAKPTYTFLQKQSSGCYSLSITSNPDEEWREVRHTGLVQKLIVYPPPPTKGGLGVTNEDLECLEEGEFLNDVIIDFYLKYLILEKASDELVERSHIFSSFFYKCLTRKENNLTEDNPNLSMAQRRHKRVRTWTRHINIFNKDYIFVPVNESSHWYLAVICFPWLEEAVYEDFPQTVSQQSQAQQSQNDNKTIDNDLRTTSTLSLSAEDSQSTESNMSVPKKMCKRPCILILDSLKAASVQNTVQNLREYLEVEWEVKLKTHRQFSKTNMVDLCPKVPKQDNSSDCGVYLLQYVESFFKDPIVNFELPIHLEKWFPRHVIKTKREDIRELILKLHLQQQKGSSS
PfG6PD inh: PfG6PD (Plasmodium falciparum) enzyme inhibition. 0.78% of 350,000 active. PfGluPho enzyme, NADPH resazurin-diaphorase fluorescence. inhibition, % at 20 µM;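 active means inhibition reaching at least a set limit at 20 µM in the primary screen, cut at about 59% in these data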;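 further: 0% = DMSO wells with substrate and 100% = DMSO wells lacking glucose-6-phosphate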
MPTP block: blocks calcium-induced mitochondrial swelling. 1.4% of 360,000 active. isolated mouse mitochondria, Ca2+ swelling absorbance, 30 min. inhibition, % at 10 µM;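 active means inhibition of 50% or more, scaled per plate between neutral and stimulator controls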;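 further: 0% = DMSO wells given calcium and 100% = 1 mM EGTA wells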
Active calls of the source: *; . = no result given; & = joins results of further samples. Rows were taken by chance; any-hit rate near 6.9%.

Codes – A = GRIN3A LBD mod; B = ATG4B inh; C = SENP6 inh; D = HKDC1 inh; E = SENP8 block; F = SENP7 inh; G = PfG6PD inh; H = MPTP block
CC(O)[C@@H](NC(=O)C1CCC(CNC(=O)[C@H](Cc2ccccc2)NC(=O)OC(C)(C)C)CC1)C(=O)O (stereo partly specified)
  A: 0	B: -6	C: -17	D: 3	E: 6	F: -1	G: 5	H: -0.1
Cc1cc(C)c(S(=O)(=O)NCCCN2CCOCC2)cc1Br
  A: 1	B: -1	C: 10	D: -8	E: 5	F: 2	G: 4	H: -1.2
Cc1cccc(N(Cc2ccccc2)C(=O)CCl)c1
  A: -1	B: 2	C: .	D: 28	E: 4	F: .	G: -32	H: -1.7
Cc1ccc(C(=O)NCC(=O)N2CCN(c3ncccn3)CC2)s1
  A: 3	B: 2	C: -15	D: -2	E: -4	F: -13	G: 4	H: 2.4
CCc1noc(C)c1C(=O)OCC(=O)c1ccc(NC(C)=O)cc1F
  A: 0	B: 7	C: -7	D: 1	E: 12	F: -11	G: -5	H: -1.8
CC(C(=O)NCc1ccccn1)c1ccc([N+](=O)[O-])cc1 (stereo unspecified)
  A: 0	B: 0	C: 1	D: -7	E: 10	F: 6	G: -13	H: -1.6
CN(NS(=O)(=O)c1ccccc1)C(=O)c1ccccc1
  A: 0	B: -6	C: .	D: 1	E: 2	F: .	G: 12	H: 2.3
CC(C(=O)NC(=O)NC1CCCCC1)N1CCN(c2ccccn2)CC1 (stereo unspecified)
  A: 2	B: -12	C: -19	D: -5	E: 12	F: 4	G: -7	H: 1.7
Cc1ccc(NC(=O)Cn2nc(-c3ccco3)ccc2=O)cc1Cl
  A: 2	B: -13	C: 17	D: -1	E: -424	F: 9	G: 9	H: -1.0
CCCCS(=O)(=O)N1CCCC(C(=O)Nc2ccc3c(c2)CCC3)C1 (stereo unspecified)
  A: -5	B: 3	C: -3	D: -6	E: 3	F: 5	G: 8	H: -1.0
Cc1cc(Cl)c2ccccc2n1
  A: 1	B: -5	C: 2	D: -3	E: 12	F: 7	G: 4	H: -2.5
Cc1c(N=c2scc(-c3ccccc3)n2C)c(=O)n(-c2ccccc2)n1C
  A: -2	B: -6	C: -13	D: 1	E: 5	F: 2	G: -8	H: -0.7
O=C(NCc1ccccc1)C1(c2ccccc2)CCN(S(=O)(=O)c2ccccc2)CC1
  A: -5	B: -1	C: 9	D: 1	E: 7	F: 0	G: -9	H: -2.4
CC(=O)c1c(C)[nH]c(C(=O)Nc2ccc(Cl)c(S(=O)(=O)N3CCOCC3)c2)c1C
  A: -6	B: -19	C: 8	D: 11	E: -87	F: 10	G: 0	H: 64*
CCc1c(C)sc(NC(=S)N2CCN(CC)CC2)c1C(=O)OC
  A: 0	B: -1	C: 2	D: -1	E: 10	F: 0	G: 15	H: 0.9
CC1=C(C(=O)OCC(C)C)C23C(=O)c4ccccc4C2(O1)OC(N)=C3C#N (stereo unspecified)
  A: -17	B: 8	C: 12	D: 3	E: 4	F: 5	G: -7	H: 0.9
COc1ccccc1NC(=O)NCC(=O)Nc1ccc(F)c(F)c1
  A: 1	B: -12	C: -7	D: -2	E: 10	F: -2	G: -6	H: -0.8
CNS(=O)(=O)c1cccc(C(=O)OCC(=O)c2ccc(S(=O)(=O)N3CCCCC3)cc2)c1
  A: -2	B: -11	C: -3	D: -2	E: -52	F: -2	G: -6	H: -0.4
Cc1ccc(C(=O)OCC(=O)N2CCc3ccccc32)cc1
  A: -1	B: -7	C: 5	D: -3	E: 32	F: 31	G: -17	H: -1.6
COc1ccc(OC)c(C2NC(=O)N(C)C(C)=C2C(=O)OCc2ccccc2)c1 (stereo unspecified)
  A: 1	B: -3	C: 2	D: -2	E: 11	F: 8	G: -13	H: 0.0
O=C(CSC1=NS(=O)(=O)c2cc(F)ccc2N1)NCc1ccccc1Cl
  A: -8	B: 4	C: -20	D: -4	E: 2	F: -5	G: -10	H: -0.7
CC(NS(=O)(=O)c1ccc(F)cc1)C(=O)Nc1ccc2c(c1)OCCO2 (stereo unspecified)
  A: -1	B: -1	C: -8	D: -5	E: 5	F: -7	G: -12	H: -0.4
Cc1cccc(NC(=S)N/N=C/c2cccc(O)c2)c1C
  A: -3	B: -18	C: -7	D: -7	E: 20	F: -10	G: 10	H: 4.1
Cc1ccc(NC(=O)C(C)Sc2nnc(C)n2C2CC2)cc1S(=O)(=O)N1CCOCC1 (stereo unspecified)
  A: -3	B: 1	C: 6	D: -5	E: -2	F: 8	G: 16	H: -1.1
COC(=O)c1ccc(OC)c(CSc2nnc(COc3ccc(OC)cc3)o2)c1
  A: 2	B: -6	C: -13	D: -2	E: 14	F: -11	G: 11	H: 6.3
COc1cc(OC)cc(-c2c(C#Cc3ccsc3)c3cc(-c4ccc5[nH]ccc5c4)ccc3n2C)c1
  A: 6	B: -12	C: 6	D: -1	E: -482	F: 5	G: -8	H: -0.6
CCN1CCN(Cc2ccc(C(=O)Nc3ccc(C)c(NCc4cnc(NC(=O)OC)cn4)c3)cc2C(F)(F)F)CC1
  A: 1	B: -3	C: 8	D: 0	E: -168	F: -3	G: 18&-2	H: -1.3&1.4
CC(C)CN1CCC(=O)N([C@H](COc2ccccc2)Cc2ccccc2)CC1
  A: 0	B: 1	C: -17	D: -1	E: 12	F: -13	G: -8	H: -0.7
CCOC(=O)Nc1sc2c(c1C(=O)OCC)CCC2
  A: 1	B: 8	C: -12	D: -4	E: 10	F: -3	G: 4	H: 1.8
Cc1ccc(SCC(=O)NNC(=O)CNC(=O)c2ccc(Br)cc2)cc1
  A: 2	B: -2	C: 2	D: -6	E: 1	F: 5	G: -2	H: -0.2

Structural class, the compounds so far with an aryl methoxy group
Codes – A = GRIN3A LBD mod; B = ATG4B inh; C = SENP6 inh; D = HKDC1 inh; E = SENP8 block; F = SENP7 inh; G = PfG6PD inh; H = MPTP block
COc1ccccc1NC(=O)NCC(=O)Nc1ccc(F)c(F)c1
  A: 1	B: -12	C: -7	D: -2	E: 10	F: -2	G: -6	H: -0.8
COc1ccc(OC)c(C2NC(=O)N(C)C(C)=C2C(=O)OCc2ccccc2)c1 (stereo unspecified)
  A: 1	B: -3	C: 2	D: -2	E: 11	F: 8	G: -13	H: 0.0
COC(=O)c1ccc(OC)c(CSc2nnc(COc3ccc(OC)cc3)o2)c1
  A: 2	B: -6	C: -13	D: -2	E: 14	F: -11	G: 11	H: 6.3
COc1cc(OC)cc(-c2c(C#Cc3ccsc3)c3cc(-c4ccc5[nH]ccc5c4)ccc3n2C)c1
  A: 6	B: -12	C: 6	D: -1	E: -482	F: 5	G: -8	H: -0.6

New compounds follow.
Codes – A = GRIN3A LBD mod; B = ATG4B inh; C = SENP6 inh; D = HKDC1 inh; E = SENP8 block; F = SENP7 inh; G = PfG6PD inh; H = MPTP block
CCOC(=O)Cc1cn2c(=O)cc(CSCC(=O)Nc3ccc(C)c(C)c3)nc2s1
  A: 0	B: -2	C: -2	D: -4	E: -51	F: 7	G: -18	H: -2.1
Cc1cccc(C)c1NC(=O)C1C2C=CC(C2)C1C(=O)NCc1ccccn1 (stereo unspecified)
  A: 1	B: 9	C: -9	D: -3	E: 11	F: 7	G: -4	H: -0.4
O=C1CCc2ccccc2N1
  A: -1	B: -3	C: -29	D: -7	E: 10	F: -4	G: 19	H: 0.6
Cc1cc(=O)oc2c3c(cc(OCC(=O)Nc4cccnc4)c12)OC(C)(C)CC3
  A: -1	B: -9	C: 6	D: -3	E: -200	F: -4	G: -1	H: 0.8
CCOC(=O)c1ccc(Oc2cn[nH]c2-c2ccc(O)cc2O)cc1
  A: 29*	B: -5	C: -13	D: -4	E: 20	F: -2	G: -14	H: 55*
CC(=O)c1cccc(OCc2cc(C(=O)N3CC4C[C@@H]5CC3C[C@H](C4)C5)no2)c1
  A: 1	B: -1	C: -6	D: 0	E: 8	F: -5	G: 5	H: 0.4
O=C(NCCOc1ccccc1F)Nc1ccc(Br)cc1
  A: 16*	B: -7	C: -6	D: -1	E: 2	F: 1	G: 20	H: 88*
O=C(OCC(=O)N1CCCC1=O)c1cc(Cl)ccc1O
  A: 0	B: 7	C: -17	D: 3	E: -99	F: 7	G: -6	H: -1.5
O=C(c1cccc(Cl)c1)N1CCN(C2CCCCCC2)CC1
  A: -1	B: -3	C: -6	D: -2	E: 11	F: 11	G: -7	H: -2.3
C(=N\N1CCN(c2ccccn2)CC1)/c1ccco1
  A: 1	B: -11	C: -12	D: -7	E: 11	F: -5	G: 11	H: 0.7
CC1(C)CC(=O)C(C(c2ccncc2)C2C(=O)CC(C)(C)CC2=O)C(=O)C1
  A: 8	B: -1	C: -3	D: 4	E: -24	F: 0	G: -8	H: -7.7
NC(=O)CC(NC(=O)c1ccc(Br)cc1)c1ccc(NC2CCCCC2)c([N+](=O)[O-])c1 (stereo unspecified)
  A: -3	B: -3	C: -6	D: -5	E: 20	F: -6	G: -1	H: -1.5
C=CCc1ccc(OCC(O)CN2CCN(c3ccccc3OC)CC2)c(OC)c1 (stereo unspecified)
  A: 0	B: -4	C: -10	D: -2	E: 9	F: 2	G: 11	H: 0.4
Cc1c(NS(=O)(=O)c2cccc(C(=O)NCc3ccccc3)c2)c(=O)n(-c2ccccc2)n1C
  A: 3	B: 2	C: -22	D: -3	E: 15	F: 6	G: -24	H: 3.2
Cc1ccc(C)c(C(=O)n2cnnc2N)c1
  A: -1	B: 5	C: -3	D: -2	E: 7	F: 4	G: -6	H: -0.1
CCNC(=S)N(Cc1ccc2c(c1)OCO2)C1CC(=O)N(c2ccc(OC)cc2)C1=O (stereo unspecified)
  A: 26*	B: -8	C: -24	D: -3	E: 16	F: -1	G: 10	H: -2.0
CC(C)CCNC(=O)c1cccc(C(=O)NCCC(C)C)c1
  A: 2	B: -7	C: -14	D: -3	E: 7	F: 1	G: 9	H: -0.2
Cc1nc2ccc(NC(=O)c3cccc(S(=O)(=O)N4CC(C)OC(C)C4)c3)cc2s1 (stereo unspecified)
  A: -13	B: -16	C: -3	D: -3	E: 12	F: 1	G: 13	H: -0.1
O=C(NNC(=O)c1ccccc1OCc1ccc(F)cc1)c1ccncc1
  A: .	B: 9	C: -27	D: 0	E: 4	F: 9	G: 46	H: -0.4
CCCCCc1ccc(S(=O)(=O)Nc2cc(C)ccn2)cc1
  A: 2	B: -3	C: -15	D: -3	E: -327	F: -1	G: -22	H: 14
Fc1ccc(-c2nnc(CN3CCC(c4nc5ccccc5s4)CC3)o2)cc1
  A: -2	B: -7	C: .	D: -4	E: 16	F: .	G: 2	H: 2.5
CCOc1ccc(NC(=O)CCN2C(=O)C3CCCCC3C2=O)cc1OCC (stereo unspecified)
  A: 2	B: 0	C: -14	D: -2	E: 9	F: 6	G: -8	H: 0.4
O=C(Nc1sc2c(c1C(=O)O)CCCC2)c1cccs1
  A: 0	B: -6	C: 93*	D: 6	E: -42	F: 56*	G: 35	H: 4.0
Cc1sc(-c2c(C#N)c(N)nc3c2CCCCCC3)cc1[N+](=O)[O-]
  A: 1	B: -3	C: 14	D: 0	E: -3	F: 6	G: -8	H: 1.7
O=C(c1ccoc1)N1CCCC(N2CCN(c3ccc(F)cc3)CC2)C1 (stereo unspecified)
  A: -1	B: 3	C: -7	D: -7	E: 11	F: 0	G: -10	H: -0.5
C(=N\N=C\c1ccncc1)/c1ccncc1
  A: -3	B: -6	C: -9	D: -3	E: 15	F: -14	G: 9	H: 0.0
Cc1[nH]c(=O)[nH]c(=O)c1S(=O)(=O)Nc1ccc(F)c([N+](=O)[O-])c1
  A: 2	B: -1	C: 14	D: 0	E: 25	F: 1	G: 4	H: -0.3
CC(=O)N(c1ccccc1)c1nc(C)cc(C)c1C#N
  A: 0	B: -8	C: -9	D: -2	E: 25	F: 4	G: -5	H: -0.3
COc1ccc(C(=O)Nc2nc3c(s2)CCCC3)cc1S(=O)(=O)N1CCCc2ccccc21
  A: -3	B: 24	C: 8	D: -9	E: -58	F: -4	G: 7	H: 1.0
O=C(O)c1ccc(N/C(=N\S(=O)(=O)c2ccc(Cl)cc2)c2ccccc2)cc1
  A: 0	B: 0	C: -21	D: -7	E: 16	F: -4	G: -12	H: -1.0
COc1cc(OC)cc(C(=O)Nc2cc(NC(=O)c3ccco3)ccc2OC)c1
  A: -1	B: 9	C: -9	D: 0	E: -13	F: -3	G: -9	H: 0.4

Screening data deposited in PubChem by Sanford-Burnham Center for Chemical Genomics.
